STAT3 activator – IL-6 driven STAT3 reporter potentiators, primary screen, U3A cells, luciferase, luminescence, MLSCN library | activation (% of control), % at 5.6 µM | IL-6 STAT3-luciferase reporter; 100% = signal with IL-6 EC80 alone | 190,000 compounds, 0.91% hits;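 active = activation above the screen-wide mean of compound activation plus 3 SD, cut at about 130% in these data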;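 also: 0% = background luminescence of wells with medium and substrate only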
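Material: STAT3-luciferase reporter U3A cells; Probe or stimulus: IL-6 (33 ng/mL); Incubation: compound pre-incubation 1 h before IL-6, then 6 h stimulation at 37 °C; Technique: luminescence from STAT3-driven luciferase reporter; Evaluation: % activation versus median of IL-6-stimulated wells; Controls: IL-6-only high control.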
STAT1 act – STAT1 signaling activators, primary screen, cell-based, HTS, luciferase reporter; NIH 3T3 STAT1-luciferase reporter, IFN-gamma, luminescence; 100% = IFN-gamma alone, no compound; 200,000 compounds, 2.6% hits; activation (% of control), % at 5.5 µM;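 active = activation above the screen-wide mean activation plus 3 SD, cut at about 130% in these data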;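 also: raw ratio to IFN-gamma control signal so 100% means no change and 0% no light; values of inactives mirror those of a sister screen read the other way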
APP 5UTR inh – inhibitors of APP translation via 5'UTR reporter, primary screen, APP 5'UTR luciferase, SH-SY5Y cells. 190,000 compounds, 0.82% hits. SH-SY5Y APP 5'UTR-luciferase reporter, luminescence. inhibition, % at 2 µM;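 active = inhibition above a set limit, derived from the sample mean plus 3 SD, cut at about 45% in these data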; also: values of inactives mirror those of a sister screen read the other way
STAT3 inh – IL-6 driven STAT3 reporter inhibitors, primary screen, U3A cells, luciferase, luminescence, MLSCN library | IL-6 STAT3-luciferase reporter; host cell line lacks STAT1 | inhibition, % at 5.5 µM | 190,000 compounds, 0.89% hits;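 active = inhibition above the mean inhibition across all screened compounds plus 3 SD, cut at about 44% in these data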;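 also: 0% = DMSO only wells and 100% = 100 µM nifuroxazide control wells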
APP 5'UTR act – activators of APP 5'UTR luciferase reporter, primary screen, SH-SY5Y cells; 190,000 compounds, 1% hits; SH-SY5Y APP 5'UTR luciferase reporter, luminescence; zero percent = DMSO vehicle wells; activation, % at 2 µM; AID 1276, 2008;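 active = activation above a set limit, based on mean plus 3 SD of controls, cut at about 140% in these data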; also: values of inactives mirror those of a sister screen read the other way
Hsp70 act – Hsp70 transcriptional activators, primary screen, cell-based, HeLa, Hsp70 promoter luciferase, luminescence, 10 µM; HeLa Hsp70 promoter luciferase reporter; scaled: vehicle 0, proteasome-inhibitor control 100%; AID 1203, 2008; 200,000 compounds, 0.04% hits; activation, % at 10 µM;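 active = activation above the mean across all tested compounds plus 3 SD, cutoff set per campaign, cut at about 5.5% in these data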;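 also: 100% = MG132 at 30 µM as the positive control and 0% = DMSO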
RAM inhibit – inhibitors of the yeast RAM network, primary screen, dse1pr::URA3 reporter, 5-FOA selection; S. cerevisiae dse1pr::URA3 reporter, 5-FOA growth OD615, 2 d; analog-sensitive cbk1-as2 kinase mutant strain; inhibition, % at 50 µM; 190,000 compounds, 1.8% hits; AID 868, 2007;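 active = inhibition above a set limit, 3 SD over mean compound inhibition, cut at about 8.4% in these data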;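 also: 0% = DMSO-only wells with no growth and 100% = 10 µM 1-NA-PP1 full growth; inhibition rescues growth on 5-FOA so higher OD means more RAM inhibition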
FLuc inh counter – firefly luciferase enzyme inhibitors, primary screen, artefact control for luciferase-based inhibitor screens, biochemical, luminescence, ATPLite. Luciferin 4-monooxygenase (Photinus pyralis), P08659. 10 min. inhibition, % at 10 µM. 200,000 compounds, 1.5% hits. AID 1006, 2008;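 active = inhibition above about 50% when tested at 10 µM, limit read from the data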
Target sequence (P08659 whole entry, looked up): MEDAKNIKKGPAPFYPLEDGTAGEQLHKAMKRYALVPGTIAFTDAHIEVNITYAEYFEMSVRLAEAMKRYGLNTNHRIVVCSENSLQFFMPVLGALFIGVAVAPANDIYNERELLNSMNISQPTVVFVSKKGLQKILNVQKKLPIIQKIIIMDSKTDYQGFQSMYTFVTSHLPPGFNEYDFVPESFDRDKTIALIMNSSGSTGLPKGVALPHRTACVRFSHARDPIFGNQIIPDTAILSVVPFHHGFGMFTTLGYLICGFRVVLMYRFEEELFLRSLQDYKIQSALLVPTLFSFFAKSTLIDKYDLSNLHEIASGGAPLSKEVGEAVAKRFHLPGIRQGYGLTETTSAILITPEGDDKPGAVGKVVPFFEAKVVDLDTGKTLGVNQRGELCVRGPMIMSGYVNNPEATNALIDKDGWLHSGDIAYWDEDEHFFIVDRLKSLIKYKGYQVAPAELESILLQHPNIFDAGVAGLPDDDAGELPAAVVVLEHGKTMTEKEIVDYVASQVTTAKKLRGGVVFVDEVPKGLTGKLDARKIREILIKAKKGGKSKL
NF-kB expr up – activators of NF-kB expression in neurons, primary screen, cell-based, HTS; fold change at 12.5 µM; 190,000 compounds, 1.6% hits; AID 1239, 2008; human neuronal cells, NF-kB reporter expression; stronger effect = higher value; in the data active = fold change above about 3.3
STAT1 blocker – STAT1 signaling inhibitors, primary screen, cell-based, HTS, luciferase reporter; NIH 3T3 STAT1-luciferase reporter, IFN-gamma, luminescence; inhibition, % at 5.5 µM; 200,000 compounds, 0.35% hits; AID 920, 2007;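 active = inhibition above a set limit, the mean inhibition across all tested compounds plus 3 SD, cut at about 34% in these data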;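 also: 0% = IFN-gamma with DMSO and 100% = IFN-gamma with 300 µM nifuroxazide; values of inactives mirror those of a sister screen read the other way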
An asterisk follows results filed as active; . = not tested or not shown.

entry	SMILES	STAT3 activator	STAT1 act	APP 5UTR inh	STAT3 inh	APP 5'UTR act	Hsp70 act	RAM inhibit	FLuc inh counter	NF-kB expr up	STAT1 blocker
1	Cc1cc(C)nc(SCc2ccc(C(=O)NN=C3C4CC5CC(C4)CC3C5)cc2)n1	80	99	-12	26	12	0.4	0.1	-5	0.95	1
2	CN1C=CC2=C(C#N)C(N)C(C#N)(C#N)C(c3ccccc3)C2C1 (stereo unspecified)	104	103	22	0	-22	0.1	0.3	-4	1.4	-4
3	CN(CC1CCOCC1)C(=O)CC1C(=O)NCCN1C/C=C/c1ccccc1 (stereo unspecified)	100	98	6	5	-6	-0.5	-0.2	-2	1.2	0
4	COc1ccc(-n2nc3cc(C)c(NC(=S)NC(=O)c4ccccc4C)cc3n2)cc1	96	113	-40	12	40	0.0	5.6	7	1.5	-14
5	CCSc1ncc(Cl)c(C(=O)Nc2ccccc2)n1	83	92	-4	24	4	-0.4	2.7	0	1	9
6	COc1ccc(CN2CCN(C(=O)c3ccco3)CC2)cc1OC	103	97	-14	1	14	0.1	1.0	-5	1.1	0
7	Cn1cccc1CC(=O)NNC(=O)Nc1ccc(Cl)cc1	105	108	10	4	-10	0.0	1.2	2	1.2	-8
8	COc1ccc(OC)c(C(C(=O)NCc2ccco2)N(C(=O)Cn2nnc3ccccc32)C2CC2)c1 (stereo unspecified)	99	88	-13	5	13	-0.3	7.9	-5	1.2	13
9	CCCn1c2ccccc2c2nnc(SCC(=O)Nc3c(C)n(C)n(-c4ccccc4)c3=O)nc21	100	103	3	-2	-3	0.0	-0.4	-2	0.6	-3
10	Cn1c(=O)c2c(SCC(=O)N3CCOCC3)nc(CC(C)(C)C)nc2n(C)c1=O	98	96	6	8	-6	-0.3	1.6	-6	1.1	5

Whole records, quoted from the list. Screens in order: STAT3 activator	STAT1 act	APP 5UTR inh	STAT3 inh	APP 5'UTR act	Hsp70 act	RAM inhibit	FLuc inh counter	NF-kB expr up	STAT1 blocker
Cc1cc(C)nc(SCc2ccc(C(=O)NN=C3C4CC5CC(C4)CC3C5)cc2)n1 as listed: 80	99	-12	26	12	0.4	0.1	-5	0.95	1
COc1ccc(-n2nc3cc(C)c(NC(=S)NC(=O)c4ccccc4C)cc3n2)cc1 as listed: 96	113	-40	12	40	0.0	5.6	7	1.5	-14
COc1ccc(OC)c(C(C(=O)NCc2ccco2)N(C(=O)Cn2nnc3ccccc32)C2CC2)c1 (stereo unspecified) as listed: 99	88	-13	5	13	-0.3	7.9	-5	1.2	13
CCSc1ncc(Cl)c(C(=O)Nc2ccccc2)n1 as listed: 83	92	-4	24	4	-0.4	2.7	0	1	9
CCCn1c2ccccc2c2nnc(SCC(=O)Nc3c(C)n(C)n(-c4ccccc4)c3=O)nc21 as listed: 100	103	3	-2	-3	0.0	-0.4	-2	0.6	-3

The listing continues.
entry	SMILES	STAT3 activator	STAT1 act	APP 5UTR inh	STAT3 inh	APP 5'UTR act	Hsp70 act	RAM inhibit	FLuc inh counter	NF-kB expr up	STAT1 blocker
11	Cc1ccc(S(=O)(=O)C2(C(=O)Nc3ccc4c(c3)OCO4)CC2)cc1	96	97	2	5	-2	-0.3	0.8	-4	0.99	4
12	Cc1ccc(CN2CCN(CC3CC4C=CC3C4)CC2)cc1 (stereo unspecified)	105	107	.	-6	.	-0.1	0.9	-5	0.99	-1
13	CN(C)P(=NC(=O)COc1ccc(Cl)cc1Cl)(N(C)C)N(C)C	106	89	2	-3	-2	-0.3	2.0	-3	1.2	12
14	O=C(/C=C/c1ccco1)Nc1nc(-c2ccccc2)cs1	97	133*	-92	1	93	-0.1	1.9	28	1.5	-37
15	Cc1ccccc1CN(c1ccc(C(=O)Nc2ccccc2C(=O)N2CCCC2)cc1)S(C)(=O)=O	96	96	6	11	-6	-0.1	-0.3	-8	0.88	4
16	CC(=O)Nc1ccc2ccc3cccc4ccc1c2c34	81	108	-7	25	7	0.1	0.2	-2	1.1	-9
17	CCOC(=O)c1cnc2c(N=Nc3cccc(Cl)c3)c(N)nn2c1N	95	102	7	7	-7	-0.1	6.3	7	1.3	-2
18	COc1ccc(S(=O)(=O)NCC2CCC(C(=O)NCCC(C)C)CC2)cc1 (stereo unspecified)	107	97	-1	1	1	0.3	6.8	-7	0.99	4
19	O=C(NNC(=S)Nc1ccc(Cl)cc1Cl)c1ccncc1	101	100	-5	-6	5	-0.3	1.3	-2	1	-1
20	COC(=O)Nc1ccc(S(=O)(=O)N2CCC(C)CC2)cc1	93	98	.	8	.	-0.3	-0.8	-4	1.1	2
21	CCCCc1cn([C@@H](CCCCN)C(=O)N2CCNCC2)nn1	.	106	-12	.	12	0.1	1.8	-5	1.2	-5
22	Cc1nc2ccccn2c1/C(O)=C1\C(=O)C(=O)N(CCN2CCOCC2)C1c1ccncc1 (stereo unspecified)	91	91	1	15	-1	-0.5	-1.0	-6	1.1	9
23	O=C(NCCc1ccc2c(c1)OCCO2)c1ccccc1F	95	111	-45	8	45	-0.4	2.3	11	1.6	-13
24	O=C(CC1Nc2ccccc2NC1=O)c1ccccc1 (stereo unspecified)	128	156*	-33	-29	33	-0.2	1.7	54*	2.5	-61
25	O=C(COc1ccc(F)cc1Br)N1CCN(c2ncccn2)CC1	94	95	8	9	-8	-0.1	1.0	-8	0.85	5
26	O=C(/C=C/c1ccccc1)c1ccccc1O	91	101	-6	8	6	-0.2	-0.7	8	1.7	-1
27	Cc1cc(C(=O)CSc2nncs2)c(C)n1-c1ccc2c(c1)OCO2	110	114	-58	-5	58	-0.2	1.3	13	2.2	-17
28	O=C(Nc1nccs1)c1cc2sccc2n1Cc1ccc(F)cc1	97	104	-16	5	16	0.4	4.0	5	1.1	-4
29	O=[N+]([O-])c1cccc(/C=C/c2nc(C=Nc3ccccc3)c(O)o2)c1	92	102	.	9	.	-0.3	2.7	-7	1	0
30	CC(C)Cc1nn2c(=O)cc(O)nc2s1	91	93	8	8	-8	-0.6	1.5	-4	1.1	7

In the list so far, two contain two or more sulfur atoms:
entry	SMILES	STAT3 activator	STAT1 act	APP 5UTR inh	STAT3 inh	APP 5'UTR act	Hsp70 act	RAM inhibit	FLuc inh counter	NF-kB expr up	STAT1 blocker
27	Cc1cc(C(=O)CSc2nncs2)c(C)n1-c1ccc2c(c1)OCO2	110	114	-58	-5	58	-0.2	1.3	13	2.2	-17
28	O=C(Nc1nccs1)c1cc2sccc2n1Cc1ccc(F)cc1	97	104	-16	5	16	0.4	4.0	5	1.1	-4

(further entries)
entry	SMILES	STAT3 activator	STAT1 act	APP 5UTR inh	STAT3 inh	APP 5'UTR act	Hsp70 act	RAM inhibit	FLuc inh counter	NF-kB expr up	STAT1 blocker
31	Cc1ccc(C(=O)NCc2occc2C(=O)O)o1	106	103	-5	-4	5	-0.4	1.5	-12	1.2	-3
32	CCCCOc1ccc2c(c1)C(=O)c1cc(O)ccc1-2	91	149*	-99	16	99	-0.1	-0.5	14	.	-52
33	O=C1CNC(=S)N1Cc1ccccc1	105	96	30	5	-30	-0.3	0.4	-1	1.1	3
34	O=C(CSc1nnc(SCc2ccccc2)s1)N/N=C/C=C/c1ccco1	103	101	12	-5	-12	-0.1	1.8	14	1	-1
35	COc1ccccc1CCNCc1ccc(OC)c(OCc2ccccc2)c1	95	88	2	12	-2	-0.5	-0.1	-1	0.54	13
36	COc1ccc(CCNc2ccc(S(=O)(=O)N3CCCC3)cc2[N+](=O)[O-])cc1	97	90	8	8	-8	0.0	11*	-5	0.63	11
37	O=C(Nc1ccccn1)c1cc(-c2cccc(Cl)c2)nc2ccccc12	95	94	17	8	-17	-0.3	4.4	1	1.1	4
38	O=C(NCCO)Nc1ccc2nsnc2c1	101	106	-4	1	4	-0.1	0.4	-8	1.2	-8
39	O=C(c1cc(-c2ccc(O)cc2)on1)N1CCCc2ccccc21	103	105	-32	2	32	-0.1	2.5	16	1.1	-5
40	O=C(Nc1nc2ccc(S(=O)(=O)N3CCCC3)cc2s1)c1ccccn1	92	114	6	13	-6	0.3	1.5	0	1.1	-15
41	O=C(COc1ccc2ccccc2c1)Nc1nc2ccccc2[nH]1	107	100	-10	-4	10	-0.2	6.4	-4	1.5	0
42	CCCOc1ccccc1N/C(=N\S(=O)(=O)c1ccc(C)cc1)Nc1nc(C)cc(C)n1	102	94	5	8	-5	-0.2	.	.	.	7
43	Cc1ccccc1-c1ccccc1N	105	107	9	-6	-9	0.2	-1.1	-3	1	-8
44	COc1ccc(C=O)cc1COc1ccc([N+](=O)[O-])c(C)c1	86	103	10	20	-10	-0.2	2.5	-7	1	-6
45	CC1Cc2ccccc2N1Cc1nc2scc(-c3cccs3)c2c(=O)[nH]1 (stereo unspecified)	103	106	-1	0	1	-0.2	2.5	-4	1.1	-7
46	CCC(c1nc2ccccc2c(=O)n1-c1nc2ccccc2s1)N1C(=O)c2ccccc2C1=O (stereo unspecified)	104	98	7	-1	-7	-0.4	5.9	-7	0.9	3

Screening data (PubChem)
